Screens as filed in PubChem.
XIAP displacement: XIAP antagonists, biochemical, IAP family, fluorescence polarization (AID 1018) | E3 ubiquitin-protein ligase XIAP (Homo sapiens) | XIAP BIR domain, fluorescence polarization peptide displacement; higher % means a stronger effect | one-dose displacement, % at 20 µM; IC50 in µM for titrated hits | 200,000 tested, 0.007% active; in the data active = displacement above about 50%; note: a part of the inactive calls stands beside numbers as strong as those of hits
West Nile virus CPE: West Nile virus antiviral activity, cell-based, CPE readout (AID 1621). West Nile virus-infected cells, CPE inhibition; higher % means a stronger effect. CPE inhibition, % at 10 µM; hits with a dose series show IC50 in µM. 290,000 tested, 0.02% active; in the data active = a potency from the dose series; inconclusive = CPE inhibition mostly from about 3.7% at the one dose, without a potency; inactive = the rest, 99 in 100 with CPE inhibition below about 2.2%; note: strong numbers were not always called active
SIAH1 antagonists: Siah-1 peptide-binding antagonists, primary screen, biochemical, fluorescence polarization, rhodamine-plectin, uHTS (AID 1817); E3 ubiquitin-protein ligase SIAH1 (Homo sapiens); 290,000 tested, 0.02% active; Siah-1 / rhodamine-plectin peptide fluorescence polarization; higher % means a stronger effect; displacement, % at 20 µM; hits with a dose series show IC50 in µM;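 active = displacement of at least 50% at 20 µM, with a fluorescence ratio check between 0.3 and a set limit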;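 note: plate controls were Siah plus tracer with DMSO for no effect and tracer alone without Siah for full effect; strong numbers were not always called active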
PMI inhibition: human PMI inhibitors, high substrate, primary screen, biochemical, fluorescence intensity, high mannose 6-phosphate (AID 1220). Mannose-6-phosphate isomerase (Homo sapiens). recombinant PMI enzyme, coupled fluorescence intensity; higher % means a stronger effect. inhibition, % at 20 µM; hits with a dose series show IC50 in µM. 190,000 tested, 0.66% active; in the data active = inhibition above about 50%
Salmonella PhoP GFP: inhibitors of PhoP regulon expression, primary screen, Salmonella Typhimurium, GFP reporter (AID 1863); inhibition, % at 50 µM, or IC50 in µM where a hit was titrated; S. Typhimurium PhoP-regulated promoter GFP reporter, 4 h; higher % means a stronger effect; 300,000 tested, 0.16% active;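 active = inhibition over 29.93%, a cutoff 3 SD above the screen mean, later confirmed by dose response; inconclusive = inhibition over 29.93% but no dose response follow-up; inactive = inhibition at most 29.93% or unconfirmed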;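 note: 0% = low Mg2+ inducing control and 100% = high Mg2+ repressing control; strong numbers were not always called active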
Yfh1-off respiration: enhancers of respiration in Yfh1-depleted yeast, dose response, Friedreich's ataxia, plus single-dose screen (AID 1465); S. cerevisiae Yfh1-off respiration, WST-1 reduction, 72 h; higher fold induction means a stronger effect; one-dose fold induction at 50 µM; EC50 in µM for titrated hits; 220,000 tested, 0.074% active;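 active = fold induction of absorbance versus untreated yeast above a set limit, then at least 30% activation at any dose in follow-up; inconclusive = repeats straddling the limit, or above it without dose testing; inactive = fold induction below the set limit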;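 note: activators that raise dye reduction in frataxin-depleted yeast; strong numbers were not always called active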
P. falciparum M1AAP: P. falciparum M1AAP inhibitors, biochemical, fluorogenic H-Leu-NHMec substrate, 1536-well (AID 1445) | one-dose inhibition, % at 30 µM; IC50 in µM for titrated hits | recombinant M1AAP, H-Leu-NHMec fluorogenic kinetic assay; higher % means a stronger effect | 220,000 tested, 0.42% active | Aminopeptidase N (Plasmodium falciparum (isolate 3D7));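 active = primary inhibition above the hit cutoff, then over 50% inhibition at one or more dose response concentrations, cut at about 23% in these data, passing the limit was not always enough; inconclusive = conflicting primary data, or primary hits not chosen for dose response; inactive = low primary inhibition, or under 50% at every dose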;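 note: plate controls were DMSO full reaction for no effect and no enzyme background for full effect; strong numbers were not always called active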
CSM14.1 death rescue: rescue of cells from ER stress-induced death, primary screen, 384-well, CSM14.1, thapsigargin, ATP luminescence (AID 1222). CSM14.1 thapsigargin-induced death rescue, ATP luminescence; higher % means a stronger effect. cellular ATP content (survival), % at 20 µM; hits with a dose series show EC50 in µM. 190,000 tested, under 10 active;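 active = EC50 below 50 µM in the dose-response confirmation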;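 note: death triggered by thapsigargin at about 15 µM added after 2 h compound pretreatment; cell ATP read after overnight thapsigargin exposure of roughly 18 to 22 hours; normalized against plate controls of thapsigargin alone and 5% DMSO vehicle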
P. falciparum M17LAP: P. falciparum M17LAP inhibitors, primary screen, biochemical, fluorogenic H-Leu-NHMec substrate, 1536-well (AID 1619); Leucine aminopeptidase (Plasmodium falciparum (isolate 3D7)); recombinant M17LAP, H-Leu-NHMec fluorogenic kinetic assay; higher % means a stronger effect; inhibition, % at 30 µM, or IC50 in µM where a hit was titrated; 220,000 tested, 0.38% active;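 active = compound inhibiting the enzyme by more than half at any dose during confirmatory dose-response retesting; inconclusive = strong single-dose inhibitors picked by rank but not retested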;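 note: plate controls were full reaction with DMSO carrier for no effect and no enzyme background for full effect; strong numbers were not always called active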
The depositor's hits bear a star; i = inactive; ? = inconclusive; nt = no result given.

SMILES | XIAP displacement | West Nile virus CPE | SIAH1 antagonists | PMI inhibition | Salmonella PhoP GFP | Yfh1-off respiration | P. falciparum M1AAP | CSM14.1 death rescue | P. falciparum M17LAP
COc1ccc(CC(=O)Nc2ccc(-c3noc(COc4ccccc4C)n3)cc2)cc1 | -3.3% | 0.3% | 3% | 6% | 7% | i | 4% | -1.1% | -3%
O=C(c1ccc(Cl)cc1Cl)N1CCC(c2nc3c(nnn3Cc3ccco3)c(=O)[nH]2)CC1 | -3.5% | 0.0% | 2% | 15% | 20% | i | 7% | -3.1% | 0%
Cc1ccc([N+](=O)[O-])cc1NC(=O)CCc1ccccc1 | -7.8% | -0.1% | 1% | -2% | -2% | i | -2% | nt | 7%
CC(CCn1cccn1)NC(=O)c1cc(COc2ccc(F)cc2Cl)on1 (stereo unspecified) | -8.4% | -1.8% | 16% | 5% | 1% | i | -4% | 1.5% | -3%
O=C(CCN1C(=O)COc2ccccc21)NCc1cccs1 | -2.2% | 1.1% | -1% | -1% | -6% | i | 1% | 0.9% | 13%
CC(/C=N/NC(=O)c1ccncc1)=C\c1ccc(C(C)C)cc1 | -5.8% | 1.4% | -3% | -2% | -16% | i | 2% | -1.8% | -10%
O=C(NCc1cccnc1)/C(=C\c1ccc(-c2ccc(Br)cc2)o1)S(=O)(=O)c1ccccc1 | -5.1% | -1.8% | 6% | -5% | 29% | i | 17% | -0.4% | 12%
CC(C)Oc1ccc(C(=O)O)cc1 | nt | 0.2% | 4% | nt | 0% | i | 1% | nt | -5%
CS(=O)(=O)c1ccc(C(=O)NCCN2C(=O)S/C(=C\c3cccnc3)C2=O)cc1[N+](=O)[O-] | 5.5% | ? | -6% | -18% | 3% | i | 11% | 1.6% | 23%
Cc1ccc(C(=O)C2CCN(S(=O)(=O)c3c(C)noc3C)CC2)cc1 | nt | -0.7% | 7% | nt | -10% | i | -1% | nt | -4%
COCCCn1c(C2CCCCC2)nc2oc3cc(OC)ccc3c(=O)c2c1=O | -22% | -0.9% | 2% | 12% | -2% | i | -5% | 2.8% | -3%
COC(=O)c1cccc(NC(=O)Cn2cnc3ccccc3c2=O)c1 | 2.2% | 1.2% | -2% | 5% | -11% | i | 9% | -1.7% | 44µM*
Cc1cc(-c2nc3ncccc3o2)ccc1N | -5.6% | 0.7% | -6% | 4% | 6% | i | 12% | 0.1% | i
CCOc1ccc(N2C(=O)C3C(c4ccc(O)cc4)NC(CCSC)(C(=O)OC)C3C2=O)cc1 (stereo unspecified) | 21% | -0.5% | 11% | -2% | -9% | i | 12% | 0.0% | 47%
Cn1c(CSCc2ccc(Cl)cc2)n[nH]c1=S | -4.1% | -0.2% | 13% | -7% | 14% | i | -1% | 0.2% | -6%
Cc1ccc(CSc2nnc(-c3ccco3)o2)cc1 | -19% | nt | -3% | 10% | 14% | nt | -1% | -5.2% | -2%
COc1ccc(C2=NOC(C(=O)Nc3ccc4c(c3)OCO4)C2)cc1OC (stereo unspecified) | -1.9% | -0.7% | 10% | 27% | 5% | i | -4% | 2.2% | 1%
CCc1cccc(NC(=O)c2cc(S(=O)(=O)N(C)C)ccc2N2CCCC2)c1 | -7.0% | -0.8% | 2% | 8% | 0% | i | 13% | 0.1% | -2%
CCOC(=O)C1=NNC(C(=O)c2ccc(OC)cc2)C1c1ccccc1 (stereo unspecified) | -5.1% | 0.0% | 2% | -1% | -3% | i | -13% | -2.3% | -7%
COc1ccc(-c2nnc(SC(C)C(=O)Nc3c(C)n(C)n(-c4ccccc4)c3=O)o2)cc1 (stereo unspecified) | -4.7% | 0.0% | 1% | 13% | -2% | i | 3% | -0.2% | 9%
Cn1cc(CN2CCN(CCc3ccccc3)C(CCO)C2)cn1 (stereo unspecified) | 1.8% | -0.1% | 15% | 6% | -6% | i | 1% | -1.6% | -1%
COc1ccc(NC(=O)CN(c2ccc([N+](=O)[O-])cc2)S(=O)(=O)c2ccccc2)c(OC)c1 | -5.3% | -1.7% | 0% | 5% | -6% | i | -4% | 1.3% | -18%
Cc1cccc(Nc2nnc(C)c(=O)n2N)c1 | -0.3% | -0.2% | -6% | 10% | 4% | i | 12% | -1.3% | 8%
CC(C)OC(=O)CSc1nnc(SCc2cccc3ccccc23)s1 | -1.0% | 0.1% | 3% | 15% | 9% | i | -4% | 0.5% | 5%
COc1ccc(C(=O)NC(=S)Nc2ccccc2F)cc1 | -6.7% | -0.6% | 5% | 0% | -4% | i | 0% | 1.0% | 3%
COc1ccc(-c2onc(C)c2-c2ccccc2)c(O)c1 | -4.1% | -0.4% | 0% | 6% | 2% | i | 1% | -0.7% | -12%
Cc1ccc(NC(=O)CCNC(=O)c2ccccc2Cl)cc1S(=O)(=O)N(C)C | -4.4% | -0.6% | 8% | -7% | -5% | i | 5% | 0.2% | -6%
CCOC(=O)C1=C(N)N(c2ccccc2)C2=C(C(=O)CCC2)C1c1cccnc1 (stereo unspecified) | -16% | -0.3% | 2% | 9% | -8% | i | 3% | -2.0% | 0%
O=C(NNS(=O)(=O)c1ccc(Br)cc1)c1sccc1-n1cccc1 | -5.5% | -0.3% | -4% | 6% | 2% | i | 5% | -0.6% | 3%
CCC(=O)N1CCN(c2ccc(Cl)cc2NC(=O)c2cccc([N+](=O)[O-])c2)CC1 | -2.1% | -0.2% | -4% | 16% | -1% | i | 4% | 0.0% | -1%

Compound profiles (already shown). Order of screens: XIAP displacement	West Nile virus CPE	SIAH1 antagonists	PMI inhibition	Salmonella PhoP GFP	Yfh1-off respiration	P. falciparum M1AAP	CSM14.1 death rescue	P. falciparum M17LAP
Listed for Cc1ccc(NC(=O)CCNC(=O)c2ccccc2Cl)cc1S(=O)(=O)N(C)C = -4.4%	-0.6%	8%	-7%	-5%	i	5%	0.2%	-6%
Listed for COc1ccc(-c2nnc(SC(C)C(=O)Nc3c(C)n(C)n(-c4ccccc4)c3=O)o2)cc1 (stereo unspecified) = -4.7%	0.0%	1%	13%	-2%	i	3%	-0.2%	9%

Marked active in P. falciparum M17LAP, among the entries above:
SMILES	XIAP displacement	West Nile virus CPE	SIAH1 antagonists	PMI inhibition	Salmonella PhoP GFP	P. falciparum M1AAP	P. falciparum M17LAP
COC(=O)c1cccc(NC(=O)Cn2cnc3ccccc3c2=O)c1	2.2%	1.2%	-2%	5%	-11%	9%	44µM*

Single entries from the entries so far.
CS(=O)(=O)c1ccc(C(=O)NCCN2C(=O)S/C(=C\c3cccnc3)C2=O)cc1[N+](=O)[O-] in PMI inhibition shows -18%
CC(CCn1cccn1)NC(=O)c1cc(COc2ccc(F)cc2Cl)on1 (stereo unspecified) in P. falciparum M17LAP shows -3%
COc1ccc(CC(=O)Nc2ccc(-c3noc(COc4ccccc4C)n3)cc2)cc1 in PMI inhibition shows 6%
Cc1ccc(NC(=O)CCNC(=O)c2ccccc2Cl)cc1S(=O)(=O)N(C)C in SIAH1 antagonists shows 8%
Cc1ccc([N+](=O)[O-])cc1NC(=O)CCc1ccccc1 in PMI inhibition shows -2%

Next records:
SMILES | XIAP displacement | West Nile virus CPE | SIAH1 antagonists | PMI inhibition | Salmonella PhoP GFP | Yfh1-off respiration | P. falciparum M1AAP | CSM14.1 death rescue | P. falciparum M17LAP
O=C(Nc1ccc(Cl)cn1)c1cccc(S(=O)(=O)N2CCOCC2)c1 | -0.3% | 0.0% | -1% | -9% | 9% | i | 1% | -4.9% | -9%
CCN(CC)C(=O)c1ccc(NS(=O)(=O)c2ccc(/C=C/C(=O)O)cc2)cc1 | -5.3% | -0.8% | 6% | -7% | -2% | i | -14% | 0.2% | 10%
CC(=O)c1cc(C)ccc1OC(=O)CCN1C(=O)C2C3c4ccccc4C(c4ccccc43)C2C1=O (stereo unspecified) | -3.9% | -0.5% | 2% | 5% | 15% | i | -2% | 3.5% | 8%
N#Cc1nc(Cc2cccc3ccccc23)oc1N1CCCCC1 | -5.2% | -0.3% | 0% | 11% | 4% | i | 10% | 0.2% | -1%
O=C(Nc1nonc1NC(=O)C1CCCCC1)C1CCCCC1 | -7.4% | 0.5% | 3% | 0% | 1% | i | 0% | -0.7% | -8%
O=C(Nc1nccs1)c1ccccc1[N+](=O)[O-] | -1.5% | -0.2% | -1% | 2% | 1% | i | 0% | -2.6% | 1%
CCc1nnc(NS(=O)(=O)c2ccc(NC(=O)c3cc4ccccc4oc3=O)cc2)s1 | -4.3% | 0.1% | 49% | -9% | 7% | i | -5% | 2.2% | -1%
CCN(Cc1ccccc1)Cc1c(C)[nH]c2c(C)c(C)ccc2c1=O | -3.8% | nt | 3% | 11% | 6% | nt | 4% | 1.2% | 1%
COC(=O)c1cc2sccc2n1CC(=O)N1CCCc2ccccc21 | -1.4% | 1.2% | 0% | 15% | -2% | i | 7% | 1.3% | 7%
COc1ccc(-c2cc(C(F)(F)F)nc(-n3cncn3)n2)cc1 | -0.6% | -0.7% | 0% | 12% | 7% | i | 8% | -1.2% | 13%
COc1ccc(OC)c2c1C(=O)C(Cl)=C(Cl)C2=O | nt | -2.0% | 10% | nt | -10% | i | 3% | nt | -2%
COc1cc(-c2nnc(-c3ccccc3)o2)cc(OC)c1OC | 0.7% | 0.1% | 0% | 7% | -5% | i | -2% | -2.7% | 8%
Cc1ccccc1-c1nc(CS(=O)(=O)CC(=O)NCCN2CCOCC2)c(C)o1 | -6.1% | 0.1% | 1% | 3% | -6% | i | 23% | nt | -1%
COc1ccc2oc(=N)c(-c3nnc4n3CCCCC4)cc2c1 | -7.6% | 0.3% | 3% | 3% | -3% | i | 6% | 3.3% | 13%
O=C1C(=O)N(c2cccc(Cl)c2)C(c2ccccc2[N+](=O)[O-])/C1=C(\O)c1ccccc1 (stereo unspecified) | -8.6% | 0.0% | -2% | -46% | 1% | i | 14% | 1.1% | 28%
CCn1c(C)c(CS(=O)(=O)c2ccccc2)[nH]c1=O | -5.1% | -0.4% | 2% | 1.2µM* | -1% | i | 6% | -0.8% | 1%
CC(C)CCn1c(CN2CCN(c3cccc(Cl)c3)CC2)nc2c1c(=O)n(C)c(=O)n2C | nt | -0.7% | -1% | nt | -5% | i | 4% | nt | 5%
CCn1ncc(C2=NOC(C(=O)Nc3ccc4c(c3)OCO4)C2)c1C (stereo unspecified) | -7.1% | -0.5% | -3% | -7% | -5% | i | -1% | -2.0% | 5%
